Screening results: PubChem BioAssay, The Scripps Research Institute Molecular Screening Center
ADAM17 inh – inhibits human ADAM17 | recombinant ADAM17, EDANS/DABCYL FRET peptide cleavage | inhibition, % at 6.95 µM | 0.83% of 370,000 active;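 active = inhibition above the mean of compounds lying between control limits plus 3 SD, set per campaign, cut at about 8.5% in these data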;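 note: 0% = DMSO-only wells as the low control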
hgDAF-12 ag – agonists of H. glycines DAF-12 nuclear receptor; 1.8% of 370,000 active; HEK293 GAL4-hgDAF12 UAS-luciferase reporter, agonist luminescence; normalized to butyrate control; activation, % at 6.8 µM; AID 687014;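 active = activation above a cutoff set at the mean of all screened compounds plus 3 SD, cut at about 10% in these data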;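 note: 0% = DMSO wells and 100% = sodium butyrate wells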
GAA850 FXN act – increases GAA850 frataxin promoter reporter activity; 0.56% of 360,000 active; activation, % at 6 µM; HEK293 lucGAA850 FXN promoter luciferase reporter, 24 h; percent of 10 µM SAHA response; AID 540364;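 active = activation above the average of all compounds screened plus 3 SD, cutoff fixed separately per campaign, cut at about 7.5% in these data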;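 note: 0% = DMSO wells and 100% = 10 µM SAHA wells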
ssDAF-12 act – activates DAF-12 receptor from parasite S. stercoralis; HEK293 ssDAF-12/GRIP1 lit1-tk-luc reporter, luminescence; % of 3 µM dafachronic acid response; activation, % at 6.8 µM; 1% of 370,000 active;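 active = activation above the mean over all tested compounds plus 3 SD, cut at about 0.9% in these data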;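 note: 0% = DMSO-only wells and 100% = 3 µM delta7-dafachronic acid wells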
HGIII-sPLA2 inh – Inhibits HGIII-sPLA2 liposome hydrolysis, primary screen; inhibition, % at 12.2 µM; 0.56% of 370,000 active; Q9NZ20; QFRET BODIPY PC-A2 liposome hydrolysis, fluorescence; AID 743126;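 active = inhibition above mean plus 3 SD of compounds lying within the high and low control bounds, cut at about 19% in these data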;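 note: 0% = median of test compound wells and 100% = no enzyme DMSO wells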
DAX1 inh-1 – DAX1 (NR0B1) inhibition, primary screen; HEK293T StAR-luciferase reporter, SF-1/DAX-1 repression relief; inhibition, % at 6.8 µM; 1.1% of 370,000 active; AID 652010;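 active = inhibition above the mean over all tested compounds plus 3 SD, cut at about 3.6% in these data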;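 note: 0% = DAX-1 cells with DMSO and 100% = cells lacking DAX-1 with DMSO; higher inhibition means more luminescence from relief of DAX-1 repression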
ADAM10 inh – inhibits human ADAM10. O14672. recombinant ADAM10, EDANS/DABCYL FRET peptide cleavage, 3 h. inhibition, % at 7 µM. 0.62% of 370,000 active. AID 720582;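 active = inhibition above a per-campaign cutoff equal to the mean of compounds falling between control-based bounds plus 3 SD, cut at about 20% in these data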;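 note: 0% = DMSO wells while the 100% control is not disclosed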
Target sequence (O14672 214-748 limits assumed): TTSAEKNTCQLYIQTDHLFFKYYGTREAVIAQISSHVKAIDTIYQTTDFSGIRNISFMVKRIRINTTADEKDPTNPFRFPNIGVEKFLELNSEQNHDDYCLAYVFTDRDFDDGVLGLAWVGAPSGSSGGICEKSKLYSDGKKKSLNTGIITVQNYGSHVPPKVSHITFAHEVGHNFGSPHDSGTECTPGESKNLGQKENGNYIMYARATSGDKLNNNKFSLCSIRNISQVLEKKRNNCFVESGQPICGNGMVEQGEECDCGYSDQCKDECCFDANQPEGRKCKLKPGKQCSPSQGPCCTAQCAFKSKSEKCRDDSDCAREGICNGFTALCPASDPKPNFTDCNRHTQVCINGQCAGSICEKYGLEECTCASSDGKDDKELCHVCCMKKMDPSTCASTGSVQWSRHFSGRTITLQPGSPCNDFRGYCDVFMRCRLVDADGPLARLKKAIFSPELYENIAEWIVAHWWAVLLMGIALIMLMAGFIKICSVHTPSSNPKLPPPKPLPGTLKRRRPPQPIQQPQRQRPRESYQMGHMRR
DAX1 inh-2 – inhibits human nuclear receptor DAX1. HEK293 Gal4-DAX1 luciferase reporter, luminescence. P51843. 0.99% of 340,000 active. AID 504766. inhibition, % at 6.75 µM;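 active = inhibition above the mean over all tested compounds plus 3 SD, cut at about 4.2% in these data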;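 note: 0% = DAX1-transfected cells with DMSO and 100% = empty-vector control cells with DMSO; inhibition shows as a rise in luminescence from relieved DAX1 repression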
Target sequence (P51843 207-470 limits assumed): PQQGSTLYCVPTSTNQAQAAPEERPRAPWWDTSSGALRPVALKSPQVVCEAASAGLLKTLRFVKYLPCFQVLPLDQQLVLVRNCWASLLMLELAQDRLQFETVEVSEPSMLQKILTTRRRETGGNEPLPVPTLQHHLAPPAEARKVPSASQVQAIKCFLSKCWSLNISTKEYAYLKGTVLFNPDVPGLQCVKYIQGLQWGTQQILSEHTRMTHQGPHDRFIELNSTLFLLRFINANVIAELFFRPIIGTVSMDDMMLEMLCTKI
hcDAF-12 act – activators of H. contortus DAF-12 nuclear receptor; HEK293 hcDAF-12 lit1-tk-luc reporter, luminescence; 0% DMSO, 100% Δ7-dafachronic acid; activation, % at 6.8 µM; 1.4% of 370,000 active;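 active = activation above the mean of all tested compounds plus 3 SD, cut at about 5.5% in these data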;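 note: 100% = response to 3 µM Δ7-dafachronic acid high control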
PLC-gamma1 inh – inhibitors of human phospholipase C gamma1; purified PLC-gamma1, fluorogenic substrate, fluorescence; AID 720700; 0.84% of 370,000 active; P19174; inhibition, % at 12.2 µM; in the data active = inhibition above about 9.5%
PLCb3 inh – inhibitors of human phospholipase C beta3; AID 720704; Purified PLC-beta3, fluorogenic substrate, fluorescence; inhibition, % at 12.2 µM; Q01970; 0.18% of 370,000 active; in the data active = inhibition above about 11%;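 note: 0% = median of compound wells on plate and 100% = full blocker control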
The depositor's hits bear a star; / = no result given.

SMILES	ADAM17 inh	hgDAF-12 ag	GAA850 FXN act	ssDAF-12 act	HGIII-sPLA2 inh	DAX1 inh-1	ADAM10 inh	DAX1 inh-2	hcDAF-12 act	PLC-gamma1 inh	PLCb3 inh
O=C(Nc1ccccc1N1CCCC1)C1CCN(S(=O)(=O)c2ccccc2)CC1	-4	2.7	-1.2	-1.1	7	-1.0	-9	0.7	-0.1	0	-11
Cc1noc(C)c1NC(=O)N(C)C[C@H]1Oc2ccc(NC(=O)Nc3ccc4c(c3)OCO4)cc2C(=O)N([C@H](C)CO)C[C@@H]1C	-2	0.1	0.5	-1.1	-4	0.0	-2	-0.1	-0.6	-5	-4
O=C(c1ccco1)N1CCN(C(=O)c2snc3ccc(Cl)cc23)CC1	-4	0.1	-2.6	-1.4	-6	-0.2	1	0.3	1.2	4	4
N/C(CC(=O)Nc1ccc(F)cc1F)=N\OC(=O)c1cccs1	-2	1.3	-0.9	-1.5	-24	-0.3	1	0.2	0.6	3	-5
CCOC(=O)C1CCN(C(=O)c2ccc(OCC)c(OCC)c2)CC1	0	-1.7	2.7	-0.8	-5	-0.9	3	-0.4	-1.6	6	3
CCN1C(=O)c2ccccc2S(=O)(=O)c2ccc(C(=O)NCc3cccnc3)cc21	-1	-0.6	-1.3	-0.8	-1	1.2	-5	1.9	-2.0	2	6
CCC(C)NCCCOc1cc(Cl)ccc1Cl (stereo not given)	1	0.1	-0.6	-1.1	-5	0.1	2	1.1	-0.8	1	2
COc1ccc(C(=O)C2CCCN(C3Cc4ccccc4C3)C2)c(OC)c1 (stereo not given)	-3	0.0	-2.2	0.9*	-2	1.7	-10	-0.1	1.3	-1	-5
NC(=O)c1nsc(C(=O)N(Cc2cccnc2)C(C(=O)NCc2ccc(F)cc2)c2ccc(F)cc2)c1N (stereo not given)	-40	-3.2	-1.3	-1.0	-5	-0.4	-112	-1.6	-1.9	-40	-65
O=C(CCCn1c(SCc2cc(=O)n3ccccc3n2)nc2ccccc2c1=O)NCC1CCCO1 (stereo not given)	-7	0.0	-1.2	-1.6	5	-1.1	-10	-0.7	-2.1	-11	-25
Cc1cc(C(=O)N/N=C/c2cccnc2)n[nH]1	2	0.7	2.5	-0.3	10	-0.1	4	1.2	0.8	10*	-2
CN(C)CCCNc1ccc(S(N)(=O)=O)cc1[N+](=O)[O-]	-5	-0.6	0.6	-0.5	10	0.1	9	-0.4	-0.8	0	-2
O=C(c1ccccc1)N1CCN(C(=O)c2nn3c(C(F)(F)F)cc(-c4ccco4)nc3c2Br)CC1	1	-0.4	2.8	-1.1	-1	0.5	4	-0.5	-1.2	-12	-29
CCOC(=O)c1ccc2[nH]c(C)cc(=O)c2c1	-72	-1.3	2.6	-1.4	3	0.1	-257	-0.1	-0.7	-105	-138
COc1ccccc1NC(=O)N1CCCC(CNC(=O)c2ccccc2Cl)C1 (stereo not given)	-7	0.6	0.7	-0.8	4	-0.5	1	0.7	0.3	3	-8
OCCNC(=S)NC1CCCCC1	-1	3.0	2.1	-0.1	8	0.4	-1	-0.7	-0.7	5	3
CN(C(=O)CSc1nc2cc(C(=O)O)ccc2c(=O)n1Cc1ccccc1)C1CCS(=O)(=O)C1 (stereo not given)	-4	2.0	1.1	-1.1	-2	0.2	-10	0.1	0.6	0	-6
CCC(=O)Nc1cc(NC(=O)CSc2ncc(-c3ccc(F)cc3)n2Cc2ccco2)ccc1C	-2	4.3	2.0	-0.5	-17	0.7	0	-0.8	-1.2	-2	-5
CC(=O)C1=C(O)C(=O)N(c2cccnc2)C1c1cccc([N+](=O)[O-])c1 (stereo not given)	-2	-0.5	1.6	-0.6	1	0.1	-8	0.6	-0.3	-1	-6
COc1ccc(Cc2nnc(NC(=O)CSc3ccc(C)cc3)s2)cc1	2	5.1	2.6	-1.4	-23	-0.2	0	-0.8	-1.3	5	-3
CN(C(=O)COc1nnc(-c2cccs2)c(-c2cccs2)n1)c1ccccc1	-1	-2.2	-2.6	-1.6	-2	-0.8	1	0.1	-1.6	-23	-30
CC(=O)Cc1nsc(NC(=O)c2ccc(Br)o2)n1	-6	-3.8	0.4	-1.5	4	-0.3	1	1.8	0.7	-1	-4
COc1ccc(CNC(=O)C2CCCN(S(=O)(=O)c3cc(C)ccc3OC)C2)cc1 (stereo not given)	-3	-2.2	-2.9	-1.4	0	-0.5	-2	-1.3	-2.5	-2	4
NC1=NC(=O)/C(=C\c2cccnc2)S1	1	12*	-2.6	-0.7	0	0.3	0	-1.4	-1.4	4	2
S=C(Nc1ccc(Nc2ccccc2)cc1)NC1CCCCCC1	10*	1.3	0.8	-1.9	1	-1.7	30*	-2.6	-3.4	2	7
COCCN(C(=O)c1cc(-c2ccco2)nc2ccccc12)c1c(N)n(Cc2ccccc2)c(=O)[nH]c1=O	-21	-0.9	3.4	-0.6	3	-0.6	-82	-0.1	-1.8	-42	-56
COc1ccc(CCNC(=O)CSc2nnc(CNC(=O)c3cccs3)o2)cc1OC	-5	0.1	-0.3	-0.5	4	-1.3	6	-0.6	1.6	0	2
O=C(Nc1cccc(F)c1)N1CCCCCC1	-4	1.6	0.4	-0.8	14	-0.3	6	2.7	-0.3	2	-5
CCN(C(C)=O)N(CC)c1nc(Cl)nc(NC(C)C)n1	-2	-2.1	-1.3	-0.8	0	-0.2	-4	-0.4	-0.9	2	3
O=C(CN1CCN(c2ccc(O)cc2)CC1)N(C1CC1)C1CCS(=O)(=O)C1 (stereo not given)	-1	-0.1	-0.7	-1.2	7	0.6	-13	0.1	-0.9	-1	-11

Fetched by compound from the entries so far (two):
SMILES	ADAM17 inh	hgDAF-12 ag	GAA850 FXN act	ssDAF-12 act	HGIII-sPLA2 inh	DAX1 inh-1	ADAM10 inh	DAX1 inh-2	hcDAF-12 act	PLC-gamma1 inh	PLCb3 inh
COc1ccc(CCNC(=O)CSc2nnc(CNC(=O)c3cccs3)o2)cc1OC	-5	0.1	-0.3	-0.5	4	-1.3	6	-0.6	1.6	0	2
COc1ccc(CNC(=O)C2CCCN(S(=O)(=O)c3cc(C)ccc3OC)C2)cc1 (stereo not given)	-3	-2.2	-2.9	-1.4	0	-0.5	-2	-1.3	-2.5	-2	4

The list goes on:
SMILES	ADAM17 inh	hgDAF-12 ag	GAA850 FXN act	ssDAF-12 act	HGIII-sPLA2 inh	DAX1 inh-1	ADAM10 inh	DAX1 inh-2	hcDAF-12 act	PLC-gamma1 inh	PLCb3 inh
CN1CCN(C(=S)c2ccc(-c3cccc([N+](=O)[O-])c3)o2)CC1	3	9.8	3.8	-0.6	-5	1.6	4	7.9*	6.5*	3	-6
Cc1cccc(NC(=O)C2CCCN(c3cnccn3)C2)c1 (stereo not given)	-12	0.4	-0.8	-0.7	1	-0.1	-36	0.7	-2.6	-20	-41
O=C(C(c1ccccc1)c1ccccc1)N1CCN(Cc2ccncc2)CC1	-4	0.6	-1.2	-1.0	8	1.5	-7	0.8	-0.9	3	2
Cc1nnc(SCC(=O)N2CCN(S(=O)(=O)c3ccccc3)CC2)n1Cc1ccccc1	-7	-1.2	-1.9	-0.7	-4	0.5	-3	-1.3	-1.9	-1	1
CCn1cc(Cl)c(C(=O)Nc2nccs2)n1	2	0.9	1.6	-0.3	9	1.4	-7	1.4	6.4*	0	-5
Cc1ccc(NC(=O)CSc2nc3[nH]c(=O)cc(O)c3s2)c(Br)c1	-1	-1.2	0.3	-1.4	0	-1.1	7	-0.1	1.1	-5	-9
CC(C)(C)OC(=O)N1CCN(c2ccc(NC(=O)c3ccco3)cc2)CC1	-2	-1.8	0.8	-1.0	6	-0.5	5	-0.2	-1.1	-3	1
CN(C)c1ccc(/C=C(/C#N)C(=O)Nc2nc3c(s2)CCN(Cc2ccccc2)C3)cc1	-3	0.5	3.1	-1.2	-11	-0.4	-18	-0.9	-1.7	-21	-24
CCN(CC)S(=O)(=O)c1ccc(C(=O)OCCN2C(=O)c3cccc4c(N5CCOCC5)ccc(c34)C2=O)cc1	-3	-1.4	8.5*	-1.1	-2	0.0	-7	0.0	-0.6	-13	-10
Cc1ccc(S(=O)(=O)N(C)CC(=O)N(C)CCOc2ccccc2)cc1	-4	1.4	0.5	-1.9	-5	0.0	-6	-0.3	1.1	0	5
COc1ccc2c(c1)OC[C@H]1[C@H]2N2C(=O)c3cc(OC)c(OC)cc3NC(=O)[C@@]2(C)[C@H]1c1ccccc1	-2	0.5	-7.6	-1.0	31*	-0.2	-7	-1.9	-0.7	-18	-26
COc1ccc(NC(=O)C23CCC(C)(C(=O)O2)C3(C)C)cc1 (stereo not given)	-5	1.2	4.4	-0.9	-3	-0.1	-2	0.8	-2.2	5	-1
CNc1ccc(C(=O)c2ccccc2C(=O)O)cc1[N+](=O)[O-]	4	0.5	2.0	-0.6	1	0.1	6	3.7	-0.1	-1	6
Cc1ccccc1C(=O)Nc1ccc2c(C#N)c3nc4ccccc4nc3n2c1	-34	-2.4	1.5	-0.6	-2	-0.1	-99	-0.7	-1.0	-203	-247
Nc1nc(N)nc(C2C=CCCC2)n1 (stereo not given)	-1	2.7	1.0	-0.9	16	0.7	-28	-1.6	0.2	2	-1
O=C(Nc1cnn(C23CC4CC(CC(C4)C2)C3)c1)c1cnn2c(C(F)(F)F)cc(-c3ccco3)nc12	0	-0.2	2.8	-1.1	4	0.3	5	1.4	0.7	1	0
CCCCOC(=O)CSC1=C(C#N)C(c2ccccc2OC)C(C#N)C(=O)N1 (stereo not given)	-4	0.1	2.6	-1.1	-7	1.0	-23	2.4	0.0	-44	-50
Cc1occc1C(=O)N1CCN(S(=O)(=O)c2ccccc2)CC1	-2	-0.4	4.0	-1.0	5	0.5	-13	3.3	-1.3	1	-5
Cc1oc2cc(OCC(=O)O)ccc2c(=O)c1Oc1ccccc1	-5	0.8	1.1	-0.6	2	0.3	-7	0.0	0.4	-8	-11
CCCNC(=O)C1(C)CCN(C(=O)c2ccccc2F)C1 (stereo not given)	-4	-0.8	-0.6	-1.1	5	-1.1	-10	/	-2.0	-1	3
O=C(CNC(=O)c1ccc(=O)[nH]c1)Nc1ccc(F)c(F)c1	-3	0.7	1.0	-0.6	3	0.3	-1	1.7	1.5	0	1
COC(=O)c1cccc(N(CC(=O)NC2CCCC2)C(=O)CCC(=O)Nc2cc(C)on2)c1	-3	1.8	-0.8	-0.9	-1	-0.1	-4	0.3	-0.2	-5	-9
CCN(CC)CCSc1nc(O)c(C(C)C)c(=O)[nH]1	-6	-0.5	-0.7	-1.3	5	-0.5	-6	-1.2	0.2	0	0
COC(=O)c1ccc(COC(=O)c2nn(C)c(=O)c3ccccc23)cc1	-1	-3.1	2.6	-0.4	0	-0.2	2	0.7	0.6	8	-1
Cc1ccc(NC(=O)C2CCN(S(=O)(=O)c3c(C)nn(C)c3C)CC2)c(Cl)c1	-3	-0.4	-0.4	-1.4	7	-0.9	4	0.4	0.4	5	-4
O=C(Cn1cc2c(n1)CCCCC2)NCCCN1CCOCC1	0	0.1	1.1	-0.9	-2	-0.1	-3	2.4	-1.2	0	3
CCOc1ccccc1CN1CCN(CC2CC2)CC1CCO (stereo not given)	-3	0.4	-0.4	-1.7	-4	-0.1	-11	-0.5	-0.2	-1	-2
CC(C)n1c(C(F)(F)F)nc2cc(C(=O)N3CCOCC3)ccc21	1	-1.9	0.9	-0.8	4	0.6	10	0.3	0.6	7	4
